NadD inh: inhibitors of S. aureus NadD, primary screen, biochemical, colorimetric, uHTS | purified NadD enzyme, colorimetric absorbance read-out | inhibition, % at 20 µM | actives 0.78% (n = 360,000) | AID 602399, 2012; in the data active = inhibition above about 26%; note: some compounds past the cut are filed as inactive
Rpn11 block: Rpn11 (PSMD14) deubiquitinase inhibitors, primary screen, biochemical, fluorescence polarization, uHTS; 26S proteasome non-ATPase regulatory subunit 14 (Homo sapiens), O00487; human 26S proteasome, Ub4-pepOG fluorescence polarization; 20S core pre-blocked with epoxomicin; calls only at 20 µM; actives 0.59% (n = 360,000); AID 588493, 2011;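 active = inhibition at 20 µM, scaled to each plate's controls, above about 33%, limit read from the data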
MLLE-PAM2 inh: inhibitors of PABP1 MLLE–PAM2 peptide binding, primary screen, biochemical, fluorescence polarization, FITC-PAM2, GST-MLLE; Polyadenylate-binding protein 1 (Homo sapiens), P11940; inhibition, % at 20 µM; actives 0.36% (n = 360,000); AID 588489, 2011; in the data active = inhibition above about 35%, passing the limit was not always enough;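 note: plate controls were DMSO wells with GST-MLLE for no effect and wells lacking GST-MLLE protein for full effect; some results filed as inactive read as strong as hits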
Target sequence (P11940 whole entry, looked up): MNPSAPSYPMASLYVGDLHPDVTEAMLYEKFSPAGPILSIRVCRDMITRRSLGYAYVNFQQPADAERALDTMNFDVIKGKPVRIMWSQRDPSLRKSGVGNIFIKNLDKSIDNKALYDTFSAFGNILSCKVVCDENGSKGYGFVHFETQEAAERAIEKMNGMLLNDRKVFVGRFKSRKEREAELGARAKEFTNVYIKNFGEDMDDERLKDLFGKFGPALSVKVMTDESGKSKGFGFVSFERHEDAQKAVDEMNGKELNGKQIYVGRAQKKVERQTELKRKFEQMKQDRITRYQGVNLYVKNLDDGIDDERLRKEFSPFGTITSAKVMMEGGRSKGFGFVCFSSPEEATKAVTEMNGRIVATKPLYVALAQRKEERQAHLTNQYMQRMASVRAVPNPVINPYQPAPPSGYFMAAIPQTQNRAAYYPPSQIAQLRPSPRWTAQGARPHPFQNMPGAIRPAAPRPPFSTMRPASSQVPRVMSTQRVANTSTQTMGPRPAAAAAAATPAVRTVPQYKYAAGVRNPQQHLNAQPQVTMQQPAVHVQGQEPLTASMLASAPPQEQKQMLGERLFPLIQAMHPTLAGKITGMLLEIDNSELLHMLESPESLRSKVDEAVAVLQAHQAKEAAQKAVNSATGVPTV
MT1-MMP act inh: blockers of MT1-MMP proenzyme processing, primary screen, HT1080 RFP-PRO-GFP cells, GFP/RFP fluorescence; GFP/RFP ratio change, % at 20 µM; Matrix metalloproteinase-14 (Homo sapiens), P50281; actives 0.061% (n = 360,000); GFP/RFP ratio fluorescence, overnight; percent of plate control window, DMSO zero; AID 651647, 2012;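 active = GFP/RFP ratio change of at least 30% with cell ATP level not reduced by more than half and red fluorescence within 50% of control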; note: strong numbers were not always called active
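Test system: HT1080 RFP-PRO-GFP cells; Benchmarks: DMSO and RFP-L50D-GFP cell wells; Timing: cells overnight before dosing, compound overnight, 37 °C, 5% CO2; Compound: one 20 µM compound dose with 1% DMSO; Read-out: GFP/RFP fluorescence ratio.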
CSN deneddyl inh: inhibitors of CSN-mediated cullin deneddylation, primary screen, biochemical, fluorescence polarization, uHTS. COP9 signalosome complex subunit 5 (Homo sapiens), Q92905. Purified CSN, SCF-Nedd8-OG deneddylation. inhibition, % at 12.5 µM. actives 0.38% (n = 360,000). AID 651999, 2013;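 active = pattern-corrected inhibition above about 35%, with an unprinted fluorescence ratio check between 0.5 and 1.5, limit read from the data, passing the limit was not always enough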;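 note: 0% = enzyme with substrate and 100% = substrate without enzyme; some results filed as inactive read as strong as hits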
Target sequence (Q92905 whole entry, looked up, one chain of several): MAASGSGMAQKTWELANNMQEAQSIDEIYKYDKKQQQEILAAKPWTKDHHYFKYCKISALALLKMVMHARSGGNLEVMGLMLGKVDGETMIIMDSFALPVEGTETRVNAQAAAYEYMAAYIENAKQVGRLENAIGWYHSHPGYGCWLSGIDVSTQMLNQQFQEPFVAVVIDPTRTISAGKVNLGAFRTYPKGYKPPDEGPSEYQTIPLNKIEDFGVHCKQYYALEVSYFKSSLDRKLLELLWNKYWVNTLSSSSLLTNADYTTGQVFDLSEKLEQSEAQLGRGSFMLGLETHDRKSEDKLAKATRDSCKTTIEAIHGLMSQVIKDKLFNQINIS
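Test system: purified human Csn5 enzyme expressed in HEK293T cells. Amount: 0.24 nM enzyme. Reagent: SCFSkp2-Nedd8OG substrate at 10 nM final. Schedule: 90 min incubation of compound, enzyme and substrate at room temperature. Detection: fluorescence polarization. Read-out: % inhibition of substrate cleavage by Csn5.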
SKN-1 inh: suppressors of acrylamide-induced Pgst-4::GFP reporter in worms, primary screen, SKN-1 inhibitor project, whole organism, uHTS, GFP/RFP fluorescence ratio, strain VP596; C. elegans VP596 Pgst-4::GFP/RFP ratio, 24 h; inhibition, % at 21.8 µM; actives 0.49% (n = 360,000); AID 624304, 2012;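 active = interference check ratio from 0.5 to 1.5 plus GFP to RFP signal ratio inhibition reaching or exceeding a fixed threshold, cut at about 30% in these data, passing the limit was not always enough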; note: some compounds called inactive have numbers as strong as hits
Neddyl block: inhibitors of cullin neddylation, primary screen, biochemical, TR-FRET, uHTS, NAE and Ubc12 | NEDD8-conjugating enzyme Ubc12 (Homo sapiens) + NEDD8-activating enzyme E1 regulatory … | calls only at 25 µM | actives 0.58% (n = 360,000); in the data active = inhibition above about 36%
FAS TE block: FAS thioesterase domain inhibitors, primary screen, biochemical, fluorescence intensity, uHTS; AID 602261, 2012; Fatty acid synthase (Homo sapiens), P49327; inhibition, % at 15 µM; actives 0.67% (n = 360,000); recombinant FAS-TE, OMFH fluorogenic substrate, fluorescence endpoint;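 active = compounds whose normalised, plate-corrected inhibition of enzyme fluorescence in the single-dose primary screen is 50% or more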;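 note: 0% = DMSO with enzyme and 100% = substrate without enzyme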
Rin1-Abl PPI inh: inhibitors of Rin1-Abl protein binding, primary screen, biochemical, TR-FRET; Tyrosine-protein kinase ABL1 (Homo sapiens) + Ras and Rab interactor 1 (Homo sapiens), …; inhibition, % at 7.35 µM; actives 0.4% (n = 360,000); AID 588664, 2011; in the data active = inhibition above about 5%, passing the limit was not always enough
* marks the source's active call; other numbers are inactive results; i = inactive; x = no result given; + = active, no number. This is a subset (hit frequency here may not be typical).

SMILES	NadD inh	Rpn11 block	MLLE-PAM2 inh	MT1-MMP act inh	CSN deneddyl inh	SKN-1 inh	Neddyl block	FAS TE block	Rin1-Abl PPI inh
CN1CCCN(C(=O)COc2cccc(C(F)(F)F)c2)CC1	-10	i	1	-1	1	-14	i	-7	1
C=CCNC(=S)/N=C/c1c(O)[nH]c(=O)[nH]c1=O	-1	i	-104	-4	9	-1	i	-7	0
CC(C)Oc1cccc(C(=O)C2CCCN(Cc3ccon3)C2)c1 (centres undefined)	-4	i	-2	0	-3	0	i	0	0
COC(=O)C1=C(c2ccc(OC(F)(F)F)cc2)C[C@@H]2CC[C@H]1N2C(=O)NCc1cccc2ccccc12	1	i	0	1	-4	23	i	25	0
CCC1C(C#N)=C(N)Oc2c1c(=O)oc1ccccc21 (centres undefined)	-7	i	-12	1	0	-16	i	-7	-6
CN(CC=CCN(C)P(=S)(N1CC1)N1CC1)P(=S)(N1CC1)N1CC1	-5	i	2	7	0	6	i	-2	0
CC(C)Oc1ccc(CCN)cc1Cl	-3	i	4	-4	4	-5	i	-13	0
O=P(Nc1c(Cl)cccc1Cl)(c1ccccc1)c1nc2c(s1)CCCC2 (centres undefined)	-5	i	1	8	1	-4	i	-4	-2
CCCC(C)C1(CC)C(=O)NC(=Nc2ccccc2)NC1=O (centres undefined)	-5	i	8	-2	0	-8	i	-4	3
O=c1[nH]c(O)c(C=Nc2ccccc2Oc2ccccc2)c(=O)[nH]1	1	i	-14	x	48*	23	i	-3	-1
CCOC(=O)c1ccc(N=C(C)c2c(O)[nH]c(=O)[nH]c2=O)cc1	2	i	-6	0	-5	-2	i	1	6
CC(Cc1ccccc1)NC(=O)/C=C/c1ccc(Cl)cc1 (centres undefined)	-2	i	13	4	-9	-7	i	9	0
CN1C[C@H](CNC(=O)OCc2ccccc2)C[C@@H]2c3cccc4c3c(cn4C)C[C@H]21	-2	i	108	-47	-30	4	i	-6	-1
O=c1c2ccccc2nc(-c2ccco2)n1-c1nccs1	3	+	5	-2	-2	17	i	-1	2
COC(=O)C1=C(c2cccc(C#N)c2)C[C@@H]2CC[C@H]1N2C(=O)N1CCOCC1	5	i	4	3	-3	21	i	-9	-1
Cc1ccc2c(C)c3ccc4ccccc4c3c[n+]2c1	7	i	7	5	4	-3	+	-3	-13
Cc1ccc(-n2c(C)cc(/C=C3/C(=O)NC(=O)N(C)C3=O)c2C)cc1	3	i	-17	-2	0	1	i	-10	0
COc1cc(C)c(CN2CCN(c3ccccc3)CC2)cc1C	-1	i	-3	3	5	-8	i	-6	1
Cn1c(O)c(C(=N)COc2cccc(Cl)c2)c(=O)n(C)c1=O	0	i	0	12	-6	5	i	-2	-3
CCCCC(=O)N/N=C/c1c(O)n(-c2cccc3ccccc23)c(=O)[nH]c1=O	-5	i	-15	-2	1	-2	+	-4	-4
O=C(NCc1ccccn1)c1ccccc1Cl	-7	i	6	-1	4	16	i	-5	3
CCC(CC)NC1CCCCC1OC (centres undefined)	0	i	8	-1	-1	7	i	-7	1
C=CCN1C(=O)NC(=O)C(CCc2ccncc2)(CCc2ccncc2)C1=O	7	i	14	-3	-2	4	i	-2	0
Nc1ccncc1Cl	-3	i	3	-2	0	-7	i	-10	-1
Cc1ccc[n+](CC(O)Cn2c3ccccc3c3ccccc32)c1 (centres undefined)	3	i	-8	2	-8	-1	i	-11	1
Cc1cc(C=C2C(=O)N(C)C(=S)N(C)C2=O)c(C)n1C1CCCCC1	21	+	-59	-67	49*	9	i	-7	1
CN(C)CCN(CC1CCCN(Cc2ccccc2F)C1)C(=O)Cc1ccc(F)c(F)c1 (centres undefined)	0	i	-3	7	2	3	i	-6	-2
Cn1c(NN=O)nc2ccccc21	6	i	3	2	-3	11	i	-3	0
COc1ccc(OC)c(-n2c(O)c(/C=C3\C=Nc4ccccc43)c(=O)[nH]c2=O)c1	0	i	-34	-3	5	34	i	-5	-1
BrCC(Br)C1CCC(Br)C(Br)C1 (centres undefined)	-2	i	10	0	0	11	i	26	-2

Complete entries, quoted from the list:
Results for Cc1cc(C=C2C(=O)N(C)C(=S)N(C)C2=O)c(C)n1C1CCCCC1 : NadD inh: 21; Rpn11 block: +; MLLE-PAM2 inh: -59; MT1-MMP act inh: -67; CSN deneddyl inh: 49*; SKN-1 inh: 9; Neddyl block: i; FAS TE block: -7; Rin1-Abl PPI inh: 1
Results for Nc1ccncc1Cl : NadD inh: -3; Rpn11 block: i; MLLE-PAM2 inh: 3; MT1-MMP act inh: -2; CSN deneddyl inh: 0; SKN-1 inh: -7; Neddyl block: i; FAS TE block: -10; Rin1-Abl PPI inh: -1
Results for BrCC(Br)C1CCC(Br)C(Br)C1 (centres undefined) : NadD inh: -2; Rpn11 block: i; MLLE-PAM2 inh: 10; MT1-MMP act inh: 0; CSN deneddyl inh: 0; SKN-1 inh: 11; Neddyl block: i; FAS TE block: 26; Rin1-Abl PPI inh: -2

Continued:
SMILES	NadD inh	Rpn11 block	MLLE-PAM2 inh	MT1-MMP act inh	CSN deneddyl inh	SKN-1 inh	Neddyl block	FAS TE block	Rin1-Abl PPI inh
CCCCn1nnnc1C(c1ccc(OC)cc1)N1CCC2(CC1)C(=O)NCN2c1ccccc1 (centres undefined)	-1	i	16	3	0	7	i	3	2
COC(=O)C1=C(c2cccc(OCc3ccccc3)c2)C[C@@H]2CC[C@H]1N2C(=O)NCCOc1ccccc1Cl	-2	i	-7	-1	-1	12	i	13	5
Nc1c(C(=O)NCC2CCCO2)c2nc3ccccc3nc2n1Cc1ccco1 (centres undefined)	5	i	-22	-36	3	3	x	14	-2
c1ccc(CN2CCN(Cc3ccc4c(c3)OCCO4)CC2)cc1	-3	i	14	3	-6	-9	i	-9	0
Cc1ccccc1NC(=S)NC(NC(=O)CF)C(Cl)(Cl)Cl (centres undefined)	0	i	12	6	-3	-3	i	-7	4
CC(=O)C1=C(C)OC(N)=C(C(=O)OC(C)C)C12C(=O)Nc1ccccc12 (centres undefined)	-4	i	7	-2	-3	0	i	-8	-1
Cc1ccc(S(=O)(=O)N2CC3CC(C2)c2cccc(=O)n2C3)cc1 (centres undefined)	0	i	-17	3	-5	7	i	-13	2
COc1ccccc1CC(=O)N1CCN(CCc2ccccc2)CC1	-4	i	-13	3	-3	0	i	-1	2
NP(=O)(Oc1ccccc1Cl)Oc1ccccc1Cl	-3	i	2	0	-4	11	i	75*	-3
CCN1CCN(Cc2cccnc2)CC1	1	i	-2	1	1	3	i	-8	-2
CCN(CC)c1ccc(/C=C2\C(=O)NC(=S)N(C)C2=O)o1	-6	x	-180	-112	146	33	i	-5	-20
O=C(CN1CCOCC1)Nc1ccc(Br)cc1C(=O)c1ccccc1	-7	i	9	-3	2	-2	i	2	-3
Nc1ccc(Cl)c(Cl)c1	6	i	12	-2	1	19	i	-2	-2
O=C(Cn1ccc2ccccc2c1=O)NCC(=O)N1CCC2(CC1)OCCO2	4	i	8	2	3	-2	i	-1	-3
CCOc1ccc(N=Cc2c(O)n(C(C)(C)C)c(=O)[nH]c2=O)cc1	-4	i	9	2	4	16	x	-9	-1
O=C(c1cc2c(s1)-c1ccccc1OC2)N1CCC2(CC1)OCCO2	-8	i	5	-7	-5	-17	x	0	-4
Cc1nc2nc(SCC(=O)N3CCC4(CC3)OCCO4)nn2c(C)c1Cc1ccccc1	4	i	-1	5	-1	9	i	-5	2
COC(=O)[C@@H]1N=C(c2ccc(OC)cc2)O[C@]12C(=O)N(Cc1ccccc1)c1ccccc12	6	x	x	5	2	5	i	19	x
COC(=O)[C@@H](c1ccccc1)C1CCCCN1 (some centres undefined)	0	i	-1	-3	1	-6	i	-5	4
CCCC[N+]1(C)C2CC(OC(=O)C(CO)c3ccccc3)CC1C1OC12 (centres undefined)	0	i	6	-1	-6	1	i	-4	-3

Part of the list above, with bars between the fields:
Molecule | NadD inh | Rpn11 block | MLLE-PAM2 inh | MT1-MMP act inh | CSN deneddyl inh | SKN-1 inh | Neddyl block | FAS TE block | Rin1-Abl PPI inh
O=C(Cn1ccc2ccccc2c1=O)NCC(=O)N1CCC2(CC1)OCCO2 | 4 | i | 8 | 2 | 3 | -2 | i | -1 | -3
COC(=O)[C@@H]1N=C(c2ccc(OC)cc2)O[C@]12C(=O)N(Cc1ccccc1)c1ccccc12 | 6 | x | x | 5 | 2 | 5 | i | 19 | x

Additional records.
SMILES	NadD inh	Rpn11 block	MLLE-PAM2 inh	MT1-MMP act inh	CSN deneddyl inh	SKN-1 inh	Neddyl block	FAS TE block	Rin1-Abl PPI inh
COc1cccc2c1cc([N+](=O)[O-])c1c(C(=O)O)cc3c(c12)OCO3	-4	i	4	-6	0	-8	i	-3	1
CN1C(=O)/C(=C/c2ccc(N3CCCCCC3)o2)C(=O)NC1=S	4	x	-144	-132	154	24	i	-7	-9
COc1ccc2c(c1)CC1(CN2C)C(=O)NC(=O)N(c2ccc(F)cc2)C1=O (centres undefined)	9	i	12	-23	6	21	i	-2	-2
C[C@]12CCC3C(CC[C@H]4[C@H](O)[C@H](O)CC[C@]34C)C1CC[C@@H]2O (some centres undefined)	0	i	7	3	5	8	i	-7	0
Cc1ccc(CNCCc2ccc(F)cc2)s1	0	i	5	-2	2	9	i	-7	-4
COCCOC(=O)c1c(N)n(Cc2ccco2)c2nc3ccccc3nc12	11	i	6	-49	-3	0	x	-12	-1
Cc1cc(-c2cc(C)c(N)c(C)c2)cc(C)c1N	2	i	-23	4	0	-6	i	-2	2
O=C(CN1CC(c2ccccc2)CC1=O)Nc1ccccc1 (centres undefined)	3	i	2	7	-4	1	i	-2	1
CC(C(=O)c1c[nH]c2ccccc12)N1CCSCC1 (centres undefined)	2	i	7	-8	5	15	i	-7	-2
O=C(Cn1cnc2ccccc2c1=O)NCCC(=O)N1CCC2(CC1)OCCO2	-4	i	-1	-1	-1	-5	i	-6	0
COc1cc(OC)c(OC)cc1/C=C1\C(=O)NC(=O)N(Cc2ccccc2)C1=O	11	i	-13	-8	-1	3	i	-3	1
Cc1cc(OCC(=O)N2CCN(CC(=O)N3CCOCC3)CC2)c(C(C)C)cc1Cl	3	i	-16	0	5	5	i	-2	-3
CCCCNC(=O)c1c(N)n(Cc2ccc3c(c2)OCO3)c2nc3ccccc3nc12	1	i	2	-38	32	-3	x	24	8
O=C(Cc1ccccc1)Oc1ccc(N2C(=O)CCC2=O)cc1	1	i	-3	0	-2	-12	i	0	-3
COc1ccc(S(=O)(=O)NCc2ccc(C(=O)N3CCC4(CC3)OCCO4)cc2)cc1	-4	i	4	-1	-1	13	i	0	-3

Bioassay records deposited in PubChem BioAssay by several laboratories.
